mABHD4 FP: inhibitors of mouse ABHD4. inhibition, % at 8.92 µM. 370,000 compounds, 0.54% hits. purified mABHD4, FP-Rh probe fluorescence polarization. Q8VD66;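 active means inhibition exceeding the mean over every tested compound plus 3 SD, cut at about 30% in these data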;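 further: 0% = plate median of compound wells and 100% = S159A mutant with DMSO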
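Material: mouse ABHD4 enzyme, wild type; Benchmarks: S159A mutant high control, sample median low control; Buffer or medium: HEPES pH 7.0, NaCl, Pluronic buffer; Signal: fluorescence polarization; Read-out: percent inhibition of probe binding, normalized to plate controls; Timing: pre-incubation 45 min, probe exposure 60 min, at 25 °C; Dosing: 8.92 µM, single dose.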
TCR CD3 inh: blocks the human TCR-CD3 interaction; inhibition, % at 9.4 µM; 360,000 compounds, 0.37% hits; TAMRA-labeled TCR probe fluorescence, biochemical; in the data active means inhibition above about 19%;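 further: recombinant mutant TCR 2C K166C tagged with TAMRA read by polarization; 0% = receptor in buffer alone and 100% = receptor with positive control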
HTRA1 inhibitor: blocks human HTRA1 serine peptidase; Q92743; recombinant HTRA1, FP-rhodamine activity-based probe, fluorescence polarization; inhibition, % at 5.96 µM; 340,000 compounds, 0.5% hits; AID 504803; in the data active means inhibition above about 36%;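 further: 0% = enzyme with DMSO and 100% = wells lacking enzyme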
PRMT1 inh: PRMT1 (human) inhibition, primary screen; recombinant PRMT1, activity-based probe fluorescence polarization; inhibition, % at 2.79 µM; 370,000 compounds, 1.3% hits;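 active means inhibition above about 21% made by adding two undisclosed values, limit read from the data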
LEDGF integ inh: blocks HIV-1 LEDGF/p75-dependent DNA integration; TR-FRET IN-LEDGF/p75 DNA integration, Eu/Cy5; inhibition, % at 3.7 µM; 370,000 compounds, 0.64% hits;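 active means inhibition above the screen-wide mean plus 3 SD, cut at about 13% in these data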;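 further: signal is the Cy5 over europium emission ratio at 671 and 618 nm; 0% = plate median of compound wells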
MBD2 DNA inh: blocks human MBD2 binding to methylated DNA; Q9UBB5; TR-FRET, MBD2 binding to methylated oligonucleotide; inhibition, % at 4.4 µM; 370,000 compounds, 0.31% hits; in the data active means inhibition above about 13%
Target sequence (Q9UBB5 whole entry, looked up): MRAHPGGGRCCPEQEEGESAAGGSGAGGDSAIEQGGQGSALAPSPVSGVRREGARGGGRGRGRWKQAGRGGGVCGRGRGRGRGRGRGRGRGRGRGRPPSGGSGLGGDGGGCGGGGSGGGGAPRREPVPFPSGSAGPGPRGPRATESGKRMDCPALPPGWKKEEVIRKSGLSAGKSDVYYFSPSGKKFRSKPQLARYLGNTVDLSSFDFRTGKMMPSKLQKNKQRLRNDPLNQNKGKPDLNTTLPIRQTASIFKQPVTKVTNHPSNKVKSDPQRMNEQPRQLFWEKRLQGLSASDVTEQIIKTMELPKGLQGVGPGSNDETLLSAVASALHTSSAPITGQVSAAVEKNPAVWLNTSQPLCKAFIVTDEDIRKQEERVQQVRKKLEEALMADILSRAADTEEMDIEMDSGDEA
SIAE primary: human SIAE inhibition, primary screen. SIAE FP-Rh probe binding, fluorescence polarization. inhibition, % at 9.66 µM. AID 1053197. 370,000 compounds, 0.69% hits;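 active means inhibition above a cutoff: mean of compounds within the control limits plus 3 SD of those, cut at about 17% in these data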;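 further: 0% = plate median of compound wells and 100% = probe without SIAE protein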
rCAG binder: molecules binding r(CAG) RNA repeats | inhibition, % at 3 µM | AID 651821 | 370,000 compounds, 1.3% hits | r(CAG) RNA repeat, TO-PRO-1 dye displacement fluorescence;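 active means inhibition above the plate cutoff, the mean of all test compounds on that plate plus 3 SD, cut at about 35% in these data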;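 further: 0% = DMSO alone and 100% = 100 µM mitoxantrone as full dye displacement; higher means more dye released from RNA so lower well fluorescence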
TDP2 inh: TDP2 (human) inhibition, absorbance primary screen | O95551 | recombinant TDP2, T5PNP hydrolysis, p-nitrophenol absorbance 415 nm | inhibition, % at 12.8 µM | 370,000 compounds, 0.34% hits | AID 720702;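 active means inhibition above the mean of all tested compounds plus 3 SD, set per campaign, cut at about 25% in these data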;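 further: 0% = DMSO with enzyme and 100% = buffer with substrate but no TDP2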
Target sequence (O95551 whole entry, looked up): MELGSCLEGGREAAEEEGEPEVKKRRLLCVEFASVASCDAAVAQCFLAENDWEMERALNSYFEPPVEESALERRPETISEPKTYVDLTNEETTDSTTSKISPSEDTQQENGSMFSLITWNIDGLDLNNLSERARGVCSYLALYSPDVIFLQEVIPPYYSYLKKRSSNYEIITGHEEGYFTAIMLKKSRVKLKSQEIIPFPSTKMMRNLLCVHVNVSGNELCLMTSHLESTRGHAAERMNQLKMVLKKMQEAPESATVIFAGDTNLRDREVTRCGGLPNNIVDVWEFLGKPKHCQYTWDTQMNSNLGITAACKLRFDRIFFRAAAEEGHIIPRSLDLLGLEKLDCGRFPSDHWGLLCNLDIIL
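Test system: human TDP2 enzyme; Input: 120 nM TDP2 per well; Buffer or medium: Mg2+-containing Tris-HCl buffer, pH 7.5; Reagent: 5 mM T5PNP; Dosing: 12.8 µM single point, 1% DMSO; Incubation: reaction 2 h, 37 °C; Detection: p-Nitrophenol epi absorbance; Read-out: % inhibition relative to enzyme-containing and enzyme-free wells; Replicates: single well per compound.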
GC-B act: GC-B (human) receptor activation; P20594; HEK293-GC-B cells, CNP EC30, cGMP TR-FRET; 0% at EC30 CNP, 100% saturating CNP; activation, % at 10 µM; 370,000 compounds, 0.11% hits; AID 1920062;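 active means activation at 10 µM reaching about 35% in either raw or pattern-adjusted values, limit read from the data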
* marks the source's active call; other numbers are inactive results; · = not tested or not shown. An excerpt, so the mix of outcomes need not match the whole.

SMILES	mABHD4 FP	TCR CD3 inh	HTRA1 inhibitor	PRMT1 inh	LEDGF integ inh	MBD2 DNA inh	SIAE primary	rCAG binder	TDP2 inh	GC-B act
COc1cc(COc2ccc3c(C)c(CC(=O)O)c(=O)oc3c2C)cc(OC)c1OC	5.4	3.8	5.1	-1.1	3.9	-3.4	15.7	19.1	-0.1	0.8
CCc1nnc(NC(=O)c2cc(C)oc2C)s1	-3.0	5.3	2.0	-2.3	-2.0	1.5	2.7	-2.8	12.0	2.0
CC(C)CN1CCC(=O)N(CCSc2ccccc2)CC1	2.8	-5.4	-10.1	0.3	0.8	5.6	7.8	-4.2	0.5	2.3
CCN(CC)C(=O)CSc1nc2ccccc2c(=O)n1-c1ccccc1OC	4.9	-1.4	4.4	1.1	2.8	-2.2	-3.2	-6.5	-0.2	1.3
CCNC(=O)COC(=O)c1cccc(Br)c1	-1.9	-2.6	-2.8	-1.6	0.8	3.4	-2.6	-5.1	1.6	-0.3
CCCCC(=O)Nc1sc2c(c1C(N)=O)CCC2	-0.3	2.8	-5.5	-5.2	1.2	-3.7	-7.7	-0.5	-1.9	4.8
COc1ccc(C=CC(=O)c2ccc(OC)c(OC)c2)cc1O	6.9	-4.2	-4.8	7.1	0.5	4.0	-4.5	16.3	1.1	-0.8
O=C(NCCN1CCOCC1)c1cccc(Cl)c1	5.6	-5.5	3.5	3.3	-1.0	4.5	-0.9	-2.7	3.6	1.9
COc1ccc(OC)c(NC(=O)CSc2nnc(CNc3ccc(F)cc3)o2)c1	4.9	-6.2	8.9	1.3	0.6	-5.2	9.4	2.0	2.7	-3.7
COC(=O)c1ccc(CNC(=O)c2ccc3c(c2)NC(=O)CS3)cc1	-7.8	-0.3	-4.5	-2.6	1.5	5.2	-12.3	3.5	-19.4	7.7

Molecules listed so far that have an aryl thioether with sulfur outside any ring, in the order listed:
SMILES	mABHD4 FP	TCR CD3 inh	HTRA1 inhibitor	PRMT1 inh	LEDGF integ inh	MBD2 DNA inh	SIAE primary	rCAG binder	TDP2 inh	GC-B act
CC(C)CN1CCC(=O)N(CCSc2ccccc2)CC1	2.8	-5.4	-10.1	0.3	0.8	5.6	7.8	-4.2	0.5	2.3
CCN(CC)C(=O)CSc1nc2ccccc2c(=O)n1-c1ccccc1OC	4.9	-1.4	4.4	1.1	2.8	-2.2	-3.2	-6.5	-0.2	1.3
COc1ccc(OC)c(NC(=O)CSc2nnc(CNc3ccc(F)cc3)o2)c1	4.9	-6.2	8.9	1.3	0.6	-5.2	9.4	2.0	2.7	-3.7

Continued.
SMILES	mABHD4 FP	TCR CD3 inh	HTRA1 inhibitor	PRMT1 inh	LEDGF integ inh	MBD2 DNA inh	SIAE primary	rCAG binder	TDP2 inh	GC-B act
Cc1cc(COc2ccccc2OCc2cc(C)no2)on1	-3.9	-6.8	8.0	-3.4	-1.5	0.0	5.0	-1.9	-19.6	1.0
COc1ccc(S(=O)(=O)NCC2CCCO2)cc1NC(=O)c1ccccc1 (stereo unspecified)	-2.8	3.7	-1.1	-4.5	3.3	-4.4	-5.0	-2.2	5.4	-2.5
C/C=C/C1=CC(=O)C[C@H](c2ccc(OC)c(OC)c2)C1	-1.8	0.4	-2.0	13.1	0.3	1.2	10.0	11.3	1.8	-4.0
Cc1cc(NC(=O)CSc2nc3c(C)ccc(C)c3cc2C#N)no1	3.1	0.7	1.1	2.6	0.7	2.9	0.8	0.6	-5.7	-1.4
CCOc1ccc(Nc2nc3c(C)cccc3cc2C#N)cc1	2.4	3.4	-13.5	-3.0	0.2	-2.6	6.2	1.2	-15.5	-4.5
Cc1nc(N2CCN(S(=O)(=O)c3cccs3)CC2)c2c(-c3ccccc3)c(C)sc2n1	4.5	5.4	-19.4	1.6	1.7	-3.6	-1.0	5.2	0.6	0.4
COC(=O)c1ccc2nc(-c3ccccc3)c(Cc3ccc(C)cc3)n2c1	-8.0	-1.0	·	1.7	-0.7	0.3	-0.3	4.8	2.0	38.9*
O=C(Nc1ncc(Cc2cccc(C(F)(F)F)c2)s1)c1ccc(-c2cccc([N+](=O)[O-])c2)o1	2.0	-2.3	1.0	-2.3	-1.2	1.5	-21.2	2.8	4.9	-0.1
O=C(Nc1ccccc1N1CCN(c2ccc(F)cc2)CC1)C1CCCCC1	6.0	1.5	5.8	-0.7	5.1	5.4	2.6	-2.2	-3.5	-2.3
O=C1/C(=C/c2ccccc2O)SC(=S)N1Cc1cccnc1	-6.6	-1.2	-9.0	54.7*	1.3	4.2	-10.0	6.8	-13.5	-4.8
OCC1(CO)COC(/C=C/c2ccccc2)=N1	4.3	7.8	6.9	2.9	0.7	3.1	-6.1	-2.5	6.9	1.1
CCOC(=O)N/N=C(\C)c1ccc(Br)cc1	5.0	3.0	3.8	1.0	1.1	0.5	1.2	-0.3	1.2	0.6
CC(CC(=O)O)n1nnc2ccccc21 (stereo unspecified)	4.1	-6.6	0.3	7.2	-3.7	-5.5	2.1	-1.9	-9.0	2.1
Cc1ccc(-c2cc(C(F)(F)F)n3nc(C(=O)Nc4c(C)n(C)n(-c5ccccc5)c4=O)cc3n2)cc1	-3.2	-2.1	-2.8	-0.3	1.9	4.7	2.8	-3.2	-6.0	2.7
CCNC(=O)CN(c1ccc(C)cc1)S(=O)(=O)c1ccc(SC)cc1	6.4	4.7	-1.0	-1.3	2.8	2.4	-2.1	-3.7	-3.1	-8.5
Nc1nc2ccc(Br)cc2s1	-2.5	2.4	-3.3	2.3	0.7	4.2	-4.1	-0.5	0.8	-5.0
Cc1nc(-c2ccc(Cl)cc2)sc1C1(C)CC(c2cccnc2)=NO1 (stereo unspecified)	1.3	5.9	-12.3	2.1	1.4	-5.2	-7.8	1.0	5.4	-5.4
COc1ccc(CN(CC(=O)NCC2CCCO2)C(=O)CCC(=O)Nc2cc(C)ccn2)cc1 (stereo unspecified)	6.0	-6.3	7.5	2.1	1.3	2.5	6.1	-12.7	6.0	2.9
CC(C)c1csc(CN2CCCC(CNC(=O)c3cccc4ccccc34)C2)n1 (stereo unspecified)	-2.0	4.4	-10.6	2.0	0.5	2.2	1.6	-7.4	-0.2	-2.2
Cc1ccc2c(C)c(C)c(=O)n(C)c2c1	3.4	3.1	-1.8	-1.8	-0.7	6.7	7.5	4.9	-8.4	-0.6
CCn1c2ccccc2c2cc(CN3CCN(Cc4cc(OC)ccc4O)CC3)ccc21	22.2	1.4	-18.3	2.7	-1.2	1.1	5.1	-0.3	-4.4	-5.0
O=C(Nc1ccc(N2CCN(C(=O)c3ccco3)CC2)cc1)c1cccc(F)c1	5.0	1.5	1.2	1.4	0.1	-1.9	1.1	-0.2	8.3	2.7
O=C(NNC(=O)c1cccs1)c1cccnc1	-0.3	-2.4	-1.9	-1.4	0.4	0.7	-2.5	2.4	13.8	5.5
CCCCN1C(=O)CC(C(=O)OCC)=C1C	2.9	-0.9	6.5	-7.4	4.0	0.3	-0.5	-5.1	-6.5	6.7
Cc1ccc(NS(=O)(=O)c2cc(C(N)=O)ccc2C)cc1	-4.2	2.2	-3.8	-1.6	1.9	1.3	3.0	0.9	-8.0	-4.8
CS(=O)(=O)Nc1cccc(NC(=O)c2ccc(-n3ccnc3)c3ccoc23)c1	-6.9	-0.6	·	0.1	8.7	14.2*	3.9	3.7	-3.5	2.6
CCCCNC(=O)Nc1ccccc1Br	-4.1	1.0	0.7	-0.8	1.3	4.7	2.6	2.5	1.2	-1.5
CC1CCC(NC(=O)c2cc3c(=O)n(C)c4ccccc4c3n2C)CC1 (stereo unspecified)	1.2	-2.3	-1.3	0.2	-1.7	0.0	-4.0	1.3	0.2	6.0
CSCCC(NS(=O)(=O)c1ccc(C)cc1)C(=O)NC1CCCCC1 (stereo unspecified)	4.9	3.8	-2.1	-0.2	2.8	-0.8	-5.2	-3.6	-9.0	5.4
COc1ccc2[nH]cc(CCNC(=O)CCC3CCCCC3)c2c1	-5.3	-3.6	-5.0	2.3	-1.1	-1.3	10.3	-3.7	11.4	-1.1
c1ccc(-c2cn3ccccc3n2)cc1	5.0	-2.4	2.3	-1.3	-2.4	0.4	0.6	2.8	-0.4	-0.9
Cc1c(OCC(=O)NCCCn2ccnc2)ccc2c3c(c(=O)oc12)CCCC3	-5.0	-3.0	3.2	-1.9	0.8	-0.2	-2.1	-3.7	-2.3	-1.5
CC(C)(C)c1ccc(-c2nnc(SCC(=O)c3ccc([N+](=O)[O-])cc3)n2-c2ccc(Cl)cc2)cc1	11.7	·	·	3.0	-1.3	1.5	0.8	8.2	-0.1	9.2
O=C(Cn1nc(-c2ccccc2)c2ccccc2c1=O)Nc1ccc2c(c1)nc1n2CCOC1	0.2	2.8	-5.7	-1.1	-1.1	-1.2	-11.0	1.4	-11.2	0.2
O=C(COc1ccc(Br)cc1)Nc1ccc(S(=O)(=O)Nc2ccccn2)cc1	-6.8	3.2	-12.1	-0.6	0.1	-4.2	2.6	12.8	-5.8	-3.4
Cc1cccn2c(=O)c(C=NCc3ccccc3)c(NCCO)nc12	-2.1	-5.2	-4.0	2.8	1.0	-0.8	8.5	2.9	-6.9	-2.1
COc1ccc(CCNC(=O)c2ccc(-c3ccc([N+](=O)[O-])cc3Cl)o2)cc1OC	-0.9	7.2	-15.7	-0.5	5.8	-6.6	9.0	-1.3	6.6	2.3
CCOC(=O)N1CCN(C(=O)c2ccc(CS(=O)(=O)c3ccc(OC)cc3)o2)CC1	0.9	2.2	1.4	2.5	-0.7	-2.1	2.6	1.2	-4.0	-6.0
CC1CCCC(NC(=O)COC(=O)Cc2ccsc2)C1C (stereo unspecified)	8.6	2.0	0.4	-0.1	-1.8	1.9	0.8	-1.7	-10.7	1.5
C1=C(CCNc2nnnn2-c2ccccc2)CCCC1	-4.9	2.1	-7.3	-0.2	0.8	2.3	1.0	0.9	11.5	0.8
COc1ccccc1NC(=O)C1(C)Cc2ccccc2C(=O)O1 (stereo unspecified)	3.0	5.7	7.3	-1.2	-3.7	1.2	-2.3	-0.6	-0.5	1.9
CC12CCC(/C(=C/NNc3ccc([N+](=O)[O-])cc3[N+](=O)[O-])C1=O)C2(C)C (stereo unspecified)	10.1	7.8	-1.0	2.3	2.3	-3.2	3.2	5.2	2.5	-7.1
O=[N+]([O-])c1cccc(Cl)c1NCCNS(=O)(=O)c1ccc(Cl)cc1	2.6	0.6	-11.7	-0.4	-1.4	2.0	5.2	0.5	3.0	-10.9
CC1CCCCC1NC1=NCCS1 (stereo unspecified)	-2.1	-0.6	2.7	0.3	2.9	4.2	-7.4	0.2	-2.0	7.3
CCc1ccc(N(CC(=O)Nc2ccccc2C(=O)N2CCOCC2)S(C)(=O)=O)cc1	1.4	1.6	0.7	-0.7	-3.9	0.2	-0.5	-3.9	12.8	5.5
CCn1ncc(Br)c1C(=O)Nc1cc([N+](=O)[O-])ccc1C	1.3	-1.6	-6.2	2.7	-1.9	0.4	2.3	-3.6	-4.4	0.1
